# Screening results as filed in PubChem BioAssay.
# ROMK primary: ROMK potassium channel modulators, primary screen, cell-based, thallium flux, MLSMR library. Tet-inducible ROMK, thallium flux fluorescence; actives lie on both sides. hit rate 2% among 130,000. B-score at 10 µM. ATP-sensitive inward rectifier potassium channel 1 (Homo sapiens), P48048;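 active = signal ratio slope over the read window, or its plate-corrected B-score, at least 3 SD from the plate mean, either direction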;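 also: B-score of the F/F0 ratio slope over 7 to 12 s after thallium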
# Target sequence (P48048 whole entry, looked up): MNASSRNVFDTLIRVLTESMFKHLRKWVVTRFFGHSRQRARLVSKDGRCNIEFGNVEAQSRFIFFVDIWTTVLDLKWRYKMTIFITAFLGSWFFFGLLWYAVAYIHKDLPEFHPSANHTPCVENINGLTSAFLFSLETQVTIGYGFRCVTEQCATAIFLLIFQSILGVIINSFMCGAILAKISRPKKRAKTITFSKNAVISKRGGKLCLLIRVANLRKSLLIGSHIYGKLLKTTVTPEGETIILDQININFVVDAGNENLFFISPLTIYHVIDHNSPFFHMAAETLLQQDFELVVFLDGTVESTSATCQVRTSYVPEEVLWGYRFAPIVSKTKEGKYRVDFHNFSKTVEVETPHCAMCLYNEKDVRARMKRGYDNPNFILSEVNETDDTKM
# DTT redox prof: compounds producing H2O2 with reducing agent – biochemical, NIH compound library profiling, artefact control for MLSCN library redox annotation, primary screen; DTT-dependent redox cycling H2O2, phenol red/HRP absorbance; 100% = 100 µM peroxide control, 0% = buffer; activation, % at 10 µM; hit rate 0.03% among 200,000; AID 878, 2007;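 active = activation of at least 50% relative to the plate's high and low controls in the primary single-dose screen; inactive = activation below 50%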;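 also: compound incubated with DTT at 0.8 mM final as the reducing agent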
# PPARg SRC3 recr: PPARgamma agonists recruiting SRC-3 coactivator, primary screen, biochemical; Peroxisome proliferator-activated receptor gamma (Homo sapiens), P37231; biochemical PPARgamma/SRC-3 coactivator recruitment assay; activation, % at 8 µM; hit rate 0.26% among 200,000; AID 731, 2007; in the data active = activation above about 23%;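 also: 0% = DMSO and 100% = reference agonist; some compounds past the cut are filed as inactive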
# L major viab: Leishmania major promastigote growth inhibition, primary screen; inhibition, % at 10 µM; hit rate 9% among 200,000; Leishmania major promastigotes, resazurin fluorescence viability; in the data active = inhibition above about 50%;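 also: promastigotes grown with compound for 44 hours at 28 °C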
# HMGR II inh: inhibitors of E. faecalis class II HMGR, primary screen, biochemical, Enterococcus faecalis; HMG-CoA reductase (Enterococcus faecalis, mvaE); purified E. faecalis HMGR, NADPH absorbance 340 nm kinetic; inhibition, % at 10 µM; hit rate 0.41% among 190,000; AID 1066, 2008;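 active = inhibition above a set limit, the median over all tested compounds plus 3 SD, cut at about 9.5% in these data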;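 also: enzyme runs in reverse so mevalonate oxidation gives rising NADPH absorbance; 0% = complete reaction with DMSO and 100% = background rate lacking mevalonate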
# S1P3 antag: S1P3 receptor antagonists, primary screen, cell-based | CHO S1P3 NFAT-BLA reporter, FRET fluorescence, antagonist mode | inhibition, % at 4.98 µM | hit rate 0.27% among 170,000 | AID 485, 2006;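 active = inhibition above the plate cutoff, the mean inhibition of test wells on that plate plus 3 SD, cut at about 28% in these data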;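 also: cells challenged with S1P at its EC80 of 0.8 µM; blue over green emission ratio from cleaved BLA substrate after 4 h stimulation; 0% = S1P-stimulated wells and 100% = unstimulated DMSO-only wells; some compounds past the cut are filed as inactive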
# Target sequence (Q99500 whole entry, looked up): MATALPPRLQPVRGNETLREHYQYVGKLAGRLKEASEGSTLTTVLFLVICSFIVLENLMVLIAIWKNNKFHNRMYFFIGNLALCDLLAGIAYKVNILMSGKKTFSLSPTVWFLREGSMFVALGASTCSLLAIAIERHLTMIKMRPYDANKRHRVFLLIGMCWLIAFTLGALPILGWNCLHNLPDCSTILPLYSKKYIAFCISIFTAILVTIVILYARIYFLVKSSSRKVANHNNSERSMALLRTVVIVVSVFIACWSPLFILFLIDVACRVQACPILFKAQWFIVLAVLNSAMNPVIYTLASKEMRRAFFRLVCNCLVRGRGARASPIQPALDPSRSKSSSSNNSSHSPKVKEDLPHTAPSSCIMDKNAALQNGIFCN
# RAM inhibit: inhibitors of the yeast RAM network, primary screen, dse1pr::URA3 reporter, 5-FOA selection | S. cerevisiae dse1pr::URA3 reporter, 5-FOA growth OD615, 2 d; analog-sensitive cbk1-as2 kinase mutant strain | inhibition, % at 50 µM | hit rate 1.8% among 190,000;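 active = inhibition above a set limit, 3 SD over mean compound inhibition, cut at about 8.4% in these data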;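 also: 0% = DMSO-only wells with no growth and 100% = 10 µM 1-NA-PP1 full growth; inhibition rescues growth on 5-FOA so higher OD means more RAM inhibition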
# SRC2 TRFRET art: TR-FRET signal artefacts, primary screen, artefact control for PPARgamma SRC-2 agonist project, biochemical. TR-FRET ratio at 8 µM. TR-FRET artefact counter-screen; active compounds read high. hit rate 0.4% among 200,000; in the data active = TR-FRET ratio above about 2000; also: inactives centre near 1500
# bIAP inh: bovine intestinal alkaline phosphatase inhibitors, primary screen, selectivity assay for TNAP inhibitor project, biochemical, bovine IAP, CDP-star luminescence; purified bovine IAP, 30 min; inhibition, % at 20 µM; 190,000 tested, under 10 active; alkaline phosphatase, intestinal [Bos taurus];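 active = over 50% inhibition of intestinal alkaline phosphatase at 20 µM in the single-dose screen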
#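 Assay system – bovine IAP enzyme · Quantity – bovine IAP at 1/65,000,000 final dilution · Detection – CDP-star luminescence signal · Times – 30 min reaction at room temperature · Also added – CDP-star substrate at 30 µM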
# PPARg SRC1 recr: PPARgamma agonists recruiting SRC-1 coactivator, primary screen, biochemical. hit rate 0.41% among 200,000. PPARgamma-SRC-1 coactivator recruitment biochemical assay. activation, % at 8 µM. Peroxisome proliferator-activated receptor gamma (Homo sapiens), P37231; in the data active = activation above about 19%;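 also: 0% = DMSO and 100% = reference agonist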
# PPARg SRC2 recr: agonists of PPARg-SRC-2 recruitment, primary screen, biochemical, HTS | Peroxisome proliferator-activated receptor gamma (Homo sapiens), P37231 | PPARgamma LBD-SRC-2 recruitment | activation, % at 8 µM | hit rate 0.34% among 200,000; in the data active = activation above about 22%;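 also: 0% = vehicle and 100% = reference agonist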
# Numbers without * were called inactive; · = no result given.
SMILES,ROMK primary,DTT redox prof,PPARg SRC3 recr,L major viab,HMGR II inh,S1P3 antag,RAM inhibit,SRC2 TRFRET art,bIAP inh,PPARg SRC1 recr,PPARg SRC2 recr
O=C(CSc1nnc(SCc2ccc(Cl)cc2)s1)c1ccc2c(c1)OCO2,0.0702,0.5,4.4,-4.8,-0.3,7.4,16.3*,1569,-22.6,2.1,3.0
CCn1c(=O)c2cc(C(=O)N3CCOCC3)sc2c2ccccc21,·,-0.6,6.9,-3.4,0.5,-29.6,-0.2,1732,8.1,-2.8,7.2
Cc1cc(-c2ccc3ccccc3c2)n2ncnc2n1,0.0309,-0.5,-4.7,1.8,-4.5,-15.8,0.2,1492,-10.3,-3.5,2.0
Cc1cc(C(=O)NN=C(Cc2ccccc2)Cc2ccccc2)c(C)o1,0.0157,-0.5,0.8,-6.4,-4.2,5.7,1.4,1634,4.4,-4.3,0.3
CC(C)(C)NC(=O)NC(=O)CN1CCCc2ccccc21,-0.83,0.3,-0.4,0.4,-2.0,1.3,2.5,1596,-10.4,13.1,2.8
O=C(NC(=S)NCCC1=CCCCC1)c1cncc(Br)c1,·,0.0,-0.5,-2.5,-0.6,13.5,2.2,1558,-24.0,-1.7,-3.2
COc1ccc(C(=O)NCC2(c3ccccc3)CCOCC2)cc1[N+](=O)[O-],0.00546,-0.7,-1.3,4.2,1.4,-1.7,4.2,1491,-8.5,4.8,2.9
O=C(Nc1ccc(/C=C/c2nc3ccccc3o2)cc1)c1c(F)cccc1F,·,-6.7,4.9,1.5,-2.0,·,2.9,1631,-13.4,-1.6,6.7
O=C(O)CC/C(=C\c1cc([N+](=O)[O-])ccc1Cl)c1nc2ccccc2s1,·,0.1,-1.5,-0.6,0.1,-4.8,3.7,1347,0.4,0.4,-13.2
CC1(C)C(=O)OC(c2cc(Br)ccc2O)C(C)(C)C1=O (centres undefined),·,0.4,-7.8,-3.8,-3.6,23.8,0.1,1604,-38.7,6.2,-0.7
O=C(NNc1nc(-c2ccc(F)cc2)cs1)c1ccccc1,-0.562,-2.0,11.7,7.1,-1.7,-32.1,2.1,1641,-8.9,7.7,6.5
CC(=NCCCn1ccnc1)C1=C(O)c2ccccc2C1=O,·,-0.2,7.1,4.0,-10.8,-9.4,1.2,1493,2.0,5.3,6.4
O=C1OC(c2ccccc2)/C(=C(/O)c2ccccc2)C1=O (centres undefined),0.0196,0.0,7.6,-5.1,-2.2,·,1.7,1442,8.8,-0.7,-2.8
O=C(N/N=C/C1CC=CCC1)c1cc(Br)ccc1O (centres undefined),0.311,-0.1,-0.4,-14.1,-4.0,12.9,1.5,1646,3.3,2.6,6.0
O=C(CSc1nc2ccc([N+](=O)[O-])cc2[nH]1)NC1CCCC1,·,-0.2,4.2,2.4,-3.6,-14.5,0.9,1531,7.7,1.0,5.2
CCc1ccccc1NC(=S)N=Nc1c(O)n(C)c2ccc(S(=O)(=O)N3CCOCC3)cc12,-0.467,0.5,4.2,-1.6,1.9,-8.8,7.4,1741,49.4,6.3,-4.2
CC(NC(=O)c1cc(-c2ccc3c(c2)OCO3)nc2ccccc12)C(C)(C)C (centres undefined),-0.657,0.1,2.9,9.5,-5.2,·,3.1,1642,15.5,0.9,0.9
CCC(=O)N1CCN=C1SCc1ccc(Cl)cc1,·,1.1,1.7,-7.4,-7.0,-24.1,0.3,1619,9.7,0.2,4.8
CC1=CC2=NC(=O)CC(C)(C(=O)N(CC(=O)NC(C)(C)C)Cc3ccccc3)N2C=C1 (centres undefined),-0.0279,3.9,13.8,-6.3,-0.5,0.4,1.5,1649,9.3,7.0,9.7
Cc1ccc(-n2nnnc2SCC(=O)Nc2ccccc2N2CCCCC2)cc1C,·,3.0,-11.8,33.8,-2.0,3.5,-0.1,1509,38.8,-1.8,-11.2

# Some of the entries so far, with bars between the fields.
SMILES | ROMK primary | DTT redox prof | PPARg SRC3 recr | L major viab | HMGR II inh | S1P3 antag | RAM inhibit | SRC2 TRFRET art | bIAP inh | PPARg SRC1 recr | PPARg SRC2 recr
O=C(NC(=S)NCCC1=CCCCC1)c1cncc(Br)c1 | · | 0.0 | -0.5 | -2.5 | -0.6 | 13.5 | 2.2 | 1558 | -24.0 | -1.7 | -3.2
Cc1cc(-c2ccc3ccccc3c2)n2ncnc2n1 | 0.0309 | -0.5 | -4.7 | 1.8 | -4.5 | -15.8 | 0.2 | 1492 | -10.3 | -3.5 | 2.0
COc1ccc(C(=O)NCC2(c3ccccc3)CCOCC2)cc1[N+](=O)[O-] | 0.00546 | -0.7 | -1.3 | 4.2 | 1.4 | -1.7 | 4.2 | 1491 | -8.5 | 4.8 | 2.9
Cc1cc(C(=O)NN=C(Cc2ccccc2)Cc2ccccc2)c(C)o1 | 0.0157 | -0.5 | 0.8 | -6.4 | -4.2 | 5.7 | 1.4 | 1634 | 4.4 | -4.3 | 0.3
CC(=NCCCn1ccnc1)C1=C(O)c2ccccc2C1=O | · | -0.2 | 7.1 | 4.0 | -10.8 | -9.4 | 1.2 | 1493 | 2.0 | 5.3 | 6.4

# Next compounds:
SMILES,ROMK primary,DTT redox prof,PPARg SRC3 recr,L major viab,HMGR II inh,S1P3 antag,RAM inhibit,SRC2 TRFRET art,bIAP inh,PPARg SRC1 recr,PPARg SRC2 recr
c1cncc(-c2nn3cnnc3s2)c1,0.515,-0.7,-9.4,0.5,-0.6,-24.1,0.8,1434,8.0,3.8,-1.8
Cc1cccc(SCc2noc(C(=O)NCC3CCCO3)c2C(=O)O)c1 (centres undefined),·,17.3,12.4,-11.2,-0.6,·,1.2,1657,-2.2,5.0,10.4
CCOCCn1c(SCCc2ccccc2)nc2c1c(=O)[nH]c(=O)n2C,·,0.1,-0.6,26.6,-0.5,-16.4,1.4,1435,19.1,5.1,-6.1
CCC(C)N=C1SCC(C)(/C=N/O)S1 (centres undefined),·,4.1,-0.8,-2.6,-6.3,-10.6,-1.9,1504,-1.1,1.5,1.6
Cc1ccc(C(=O)Nc2ccc(C(=O)O)cc2)cc1S(=O)(=O)Nc1cccc([N+](=O)[O-])c1,1.42,-0.3,2.9,0.7,-0.4,2.5,7.9,1768,2.8,-2.3,-0.6
Cc1ccc(C(=O)N2CC(C)OC(C)C2)cc1[N+](=O)[O-] (centres undefined),0.365,7.9,-1.1,-5.4,-4.9,-8.1,1.4,1469,-6.2,-1.6,-3.5
COC(C(=O)N/N=C(\C)CC(=O)Nc1ccc(N(C)C)cc1)c1ccccc1 (centres undefined),·,-1.5,-0.2,12.2,-2.2,-11.4,0.5,1599,-18.6,-9.6,-0.5
C=CCC1Cc2c(cccc2[N+](=O)[O-])C(CC=C)N1 (centres undefined),·,0.1,0.0,0.4,-0.6,-5.7,1.0,1588,4.4,8.2,6.9
Cc1cccc(NC(=O)N2CCN(Cc3ccccc3)CC2)c1,-0.406,-0.6,7.8,-1.1,-5.6,·,0.4,1504,2.1,4.0,1.1
Cc1cc(C)nc(NS(=O)(=O)c2ccc(NC(=O)C3COc4ccccc4O3)cc2)n1 (centres undefined),·,-1.2,1.0,-6.4,1.4,-21.9,-0.7,1677,0.7,3.4,5.0
O=CN1CCN(C(=O)c2ccc(-c3nc4ccccc4s3)s2)CC1,·,-0.7,0.4,6.4,-4.1,-2.4,2.5,1732,1.2,6.9,5.4
O=C1C=C(N2CCOCC2)C2(CCCCC2)O1,0.44,-1.0,-0.1,2.1,-1.5,-6.6,1.4,1631,-4.5,1.2,2.8
Cc1ccc2c(c1)N(CCC(=O)NCc1cccnc1)C(=O)CO2,·,2.0,7.5,-4.0,0.4,13.3,1.2,1608,7.5,8.1,2.2
O=C(CSc1nc(-c2ccc(F)cc2)cs1)Nc1ccccn1,0.443,0.0,1.6,6.9,-10.2,14.1,3.0,1593,11.0,9.4,-2.9
O=C(NC1CCS(=O)(=O)C1)C12CC3CC(CC(C3)C1)C2 (centres undefined),0.069,1.1,7.3,-4.5,-1.0,-24.6,2.9,1511,12.7,6.7,6.2
Cc1cccc(/C=N\Nc2cn[nH]c(=O)c2Cl)c1,·,-7.2,11.3,-3.8,-6.2,·,9.8*,1643,-1.2,7.7,6.2
O=C(CC1(O)C(=O)Nc2ccc(Br)cc21)c1ccc2c(c1)OCO2 (centres undefined),0.544,3.1,1.9,-3.9,-2.2,-21.3,3.0,1465,13.8,11.5,0.9
CN(C)S(=O)(=O)N1CCCC(C(=O)c2ccc(C(F)(F)F)cc2)C1 (centres undefined),-0.275,-0.3,4.0,-0.5,-2.0,5.4,1.8,1621,-3.4,3.9,7.2
COc1ccc(CN2CN(C(C)C)CSC2=S)cc1,·,-1.4,8.2,96.4*,-2.0,·,-0.9,1676,13.5,1.1,-1.8
CN1CC=C2C(C#N)=C(N)C(C#N)(C#N)[C@H](c3cccc(Cl)c3)C2C1 (some centres undefined),-3.78*,0.4,-7.0,8.6,-1.9,·,-0.5,1527,7.1,3.5,-4.3
COc1ccc(C(=O)OCC(=O)Nc2ccc(Cl)cn2)cc1,0.522,0.2,0.1,1.0,-0.3,-13.9,1.5,1648,-0.4,1.9,9.5
O=C(N/N=C/C1CC=CCC1)c1cc2ccccc2cc1O (centres undefined),-0.87,0.6,-4.7,-1.2,-1.4,-8.7,0.8,1708,23.3,1.7,5.4
CSCCC(C(=O)NC1=NCCS1)N1C(=O)c2ccccc2C1=O (centres undefined),·,0.0,-9.4,-3.9,-3.0,·,0.3,1499,12.6,-1.4,-3.5
Cc1nc2c(C)cccc2cc1C(=O)N/N=C/c1ccc(N(C)C)cc1,2.18,0.1,0.3,-7.0,-2.8,·,1.3,1651,4.0,4.7,11.4
COC(=O)C1CCN(C(=O)Nc2ccccc2)CC1,-0.724,0.1,-2.2,-5.7,3.9,-6.0,0.7,1585,5.5,0.1,-2.5
COc1ccc(C2CC(=O)c3c([nH]c(C(=O)OC(C)C)c3C)C2)cc1OC (centres undefined),-0.769,0.6,32.2*,3.0,-1.9,21.4,3.1,1553,7.2,-1.5,-2.6
COc1ccc(-c2noc(-c3ccccc3C(=O)Nc3cccc(OC)c3)n2)cc1,0.938,-0.3,0.4,32.5,-5.8,18.7,7.1,1594,19.1,-1.0,-3.7
Cc1ccc(/C=N/NC(=O)CSc2nc3ccccc3s2)o1,-0.56,-0.4,4.7,-1.9,-4.4,-4.5,0.9,1407,12.2,-3.3,-5.1
